Compound activity (PubChem BioAssay)
EBI2 antag: EBI2 receptor antagonists, beta-arrestin recruitment, primary screen, cell-based, luminescence, 7a,25-OHC stimulation, uHTS | AID 651636, 2012 | G-protein coupled receptor 183 (Homo sapiens), P32249 | 360,000 tested, 0.81% active | inhibition, % at 5 µM | 7a,25-OHC stimulated; in the data active = inhibition above about 38%;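 also: enzyme fragment complementation signal reports receptor beta-arrestin coupling in cells; 0% = agonist plus DMSO wells and 100% = wells without agonist; some results beyond the cut were filed as inactive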
APJ antagonist: antagonists of human apelin receptor APJ, primary screen, CHO-K1 cells, beta-arrestin complementation, luminescence. inhibition, % at 20 µM. AID 2521, 2010. P35414. 330,000 tested, 0.32% active;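 active = inhibition above about 40% at 20 µM, limit read from the data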;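 also: cells challenged with 10 nM apelin-13 agonist together with compound; plate controls were apelin-13 plus DMSO wells for no effect and DMSO wells lacking apelin-13 for full effect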
Mdm2-MdmX inh: inhibitors of human Mdm2-MdmX association, primary screen, cell-based, luminescence, split luciferase, SaOS-2, uHTS. Protein Mdm4 (Homo sapiens) + E3 ubiquitin-protein ligase Mdm2 (Homo sapiens), …. SaOS-2 split-luciferase Mdm2/MdmX complementation. inhibition, % at 8 µM. 330,000 tested, 3% active. AID 485346, 2010;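 active = inhibition of at least 50% at 8 µM in the primary screen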
Target sequence (O15151 whole entry, looked up): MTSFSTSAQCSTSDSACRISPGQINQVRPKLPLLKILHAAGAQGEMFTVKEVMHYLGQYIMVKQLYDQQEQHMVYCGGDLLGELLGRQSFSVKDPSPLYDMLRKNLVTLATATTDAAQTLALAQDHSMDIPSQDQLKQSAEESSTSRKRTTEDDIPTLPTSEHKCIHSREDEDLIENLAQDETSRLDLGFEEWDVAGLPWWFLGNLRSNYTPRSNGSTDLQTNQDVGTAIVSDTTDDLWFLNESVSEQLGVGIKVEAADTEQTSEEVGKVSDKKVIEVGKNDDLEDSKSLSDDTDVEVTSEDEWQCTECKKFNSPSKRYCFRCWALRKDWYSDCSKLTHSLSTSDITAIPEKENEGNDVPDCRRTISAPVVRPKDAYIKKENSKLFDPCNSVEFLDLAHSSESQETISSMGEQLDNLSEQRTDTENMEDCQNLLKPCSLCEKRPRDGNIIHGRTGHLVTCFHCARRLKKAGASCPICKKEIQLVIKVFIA
Target sequence (Q00987 whole entry, looked up): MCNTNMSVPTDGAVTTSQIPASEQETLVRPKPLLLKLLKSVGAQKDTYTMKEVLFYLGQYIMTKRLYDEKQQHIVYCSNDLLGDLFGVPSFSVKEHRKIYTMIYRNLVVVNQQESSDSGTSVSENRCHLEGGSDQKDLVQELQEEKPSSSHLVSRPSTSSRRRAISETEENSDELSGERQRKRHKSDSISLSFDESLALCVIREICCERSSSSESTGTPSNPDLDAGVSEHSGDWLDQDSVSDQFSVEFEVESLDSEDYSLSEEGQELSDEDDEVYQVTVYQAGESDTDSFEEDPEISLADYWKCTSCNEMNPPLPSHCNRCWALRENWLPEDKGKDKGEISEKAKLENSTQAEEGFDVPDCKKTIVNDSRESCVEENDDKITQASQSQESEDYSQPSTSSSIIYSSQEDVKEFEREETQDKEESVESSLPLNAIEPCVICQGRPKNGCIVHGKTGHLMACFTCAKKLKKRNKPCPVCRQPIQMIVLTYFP
UPR CHOP act: activators of apoptotic CHOP UPR arm, primary screen, cell-based, CHO-CHOP luciferase reporter, luminescence, uHTS; UPR activation; percent of tunicamycin response over DMSO baseline; 330,000 tested, 0.34% active; AID 449763, 2010; activation, % at 10 µM;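 active = at 10 µM dose, activation of 40% or more, normalized to positive control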;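 also: 100% = tunicamycin at 10 µg/mL and 0% = DMSO alone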
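assay system = CHO CHOP reporter cells | amount = 500 CHO-CHOP cells per well | buffer or medium = F12 with 10% FBS | incubation = 16-18 h cell attachment, then 6 h compound exposure, 37 °C | detection = luminescence read with Steady-Glo | read-out = percent activation relative to tunicamycin control | controls = tunicamycin high control, DMSO low control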
CXCR6 inh: CXCR6 receptor inhibitors, primary screen, cell-based, beta-arrestin, luminescence, CHO-K1 PathHunter, 1536-well | inhibition, % at 20 µM | C-X-C chemokine receptor type 6 (Homo sapiens), O00574 | AID 602244, 2012 | 360,000 tested, 0.36% active; in the data active = inhibition above about 34%, passing the limit was not always enough;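 also: antagonist mode with CXCL16 agonist at 10 nM final; 0% = 10 nM CXCL16 with DMSO and 100% = unstimulated wells without agonist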
CCR6 antagonist: CCR6 receptor antagonists, primary screen, cell-based, CHO-K1, luminescence, beta-arrestin, uHTS; CHO-K1 CCR6 PathHunter beta-arrestin, CCL20-stimulated; inhibition, % at 20 µM; 340,000 tested, 0.49% active; AID 493098, 2011;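 active = compounds whose inhibition of the agonist-driven luminescence signal at 20 µM reaches about 50%, limit read from the data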;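 also: cells stimulated with CCL20 at 14 nM final; plate controls were DMSO with CCL20 for no effect and DMSO without agonist for full effect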
APJ ag: agonists of human apelin receptor APJ, primary screen, CHO-K1 cells, PathHunter beta-arrestin, luminescence; P35414; 0% DMSO wells, 100% apelin; activation, % at 20 µM; 330,000 tested, 0.11% active; AID 2520, 2010;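 active = activation more than six SD over the plate average, tested at 20 µM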;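 also: 0% = DMSO alone and 100% = apelin-13 at 10 nM; some results filed as inactive read as strong as hits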
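system = engineered CHO-K1 APJ arrestin reporter cells | input = 1000 cells per well | timing = overnight seeding, 90 min compound at 25 °C, 1 h detection | measured by = enzyme-fragment complementation luminescence | read-out = beta-arrestin recruitment to APJ as agonist activity, luminescent signal | control set = negative DMSO alone, positive Apelin-13 at 10 nM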
UPR XBP1 act: activators of adaptive XBP1 UPR arm, primary screen, cell-based, CHO-XBP1 luciferase reporter, luminescence, uHTS | 330,000 tested, 0.33% active | activation, % at 20 µM | IRE1-XBP1 UPR activation; percent of tunicamycin response, DMSO as zero;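 active = versus positive control, 20 µM dose yields 30% or more activation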;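 also: 100% = tunicamycin at 10 µg/mL and 0% = DMSO only wells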
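Signal: luciferase luminescence; Assay system: CHO-XBP1 luciferase reporter cells; Amount: one thousand reporter cells per well; Dosing: 20 µM single concentration, DMSO 1%; Benchmarks: high control tunicamycin 10 µg/mL final, low control DMSO vehicle only; Schedule: 6 h compound exposure at 37 °C, 5% CO2; Evaluation: percent activation relative to tunicamycin reference.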
tim23-1 inh: growth inhibitors of tim23-1 mutant yeast, primary screen, luminescence, uHTS | AID 463212, 2010 | S. cerevisiae tim23-1 growth, BacTiter-Glo luminescence, 24 h | 330,000 tested, 1.3% active | inhibition, % at 20 µM;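 active = growth inhibition of the mutant yeast at or above 50%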;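 also: temperature-sensitive mutant grown at 25 °C; plate controls were DMSO-treated mutant yeast for no effect and medium wells lacking yeast for full effect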
Starred values were filed as active, the others as inactive; nt = no result given. The list is partial, so the mix of outcomes need not match the whole.

cpd	structure	EBI2 antag	APJ antagonist	Mdm2-MdmX inh	UPR CHOP act	CXCR6 inh
1	O=C(NC1CCCCCCC1)NC1CCCCC1	3	8	-42	3.8	2
2	CC(Sc1nc(NCc2ccccc2)nc(N2CCOCC2)n1)C(=O)Nc1ccccc1 (configuration not stated)	10	-6	22	1.9	8
3	C/C(=N/NC(=O)c1ccc(-c2ccccc2)cc1)c1cccc(O)c1	-4	-7	12	4.8	-14
4	CC(c1nnnn1C1CCCCC1)N(Cc1ccccc1)Cc1cccnc1 (configuration not stated)	7	18	22	1.2	6
5	C=CCNC(=O)C1CCC(=O)N1S(=O)(=O)c1ccc(C)cc1 (configuration not stated)	13	14	4	1.4	-5
6	COC(=O)Cn1c(=NC(=O)c2ccc([N+](=O)[O-])s2)sc2cc(Br)ccc21	nt	-18	15	50*	nt
7	COc1cccc(CCNC(=O)CC2C(=O)NCCN2Cc2ccc(C)o2)c1 (configuration not stated)	-1	1	7	1.7	0
8	CC(NC(=O)Nc1ccc(Cl)cc1)C1CCCO1 (configuration not stated)	1	-10	-3	1.2	3

cpd	CCR6 antagonist	APJ ag	UPR XBP1 act	tim23-1 inh
1	2	0	2	33
2	0	1	-2	-1
3	-3	-5	-2	14
4	16	-2	-1	32
5	4	-2	-3	12
6	nt	4	11	-2
7	11	1	0	0
8	1	-4	3	7

Whole records from above. Screens in order: EBI2 antag | APJ antagonist | Mdm2-MdmX inh | UPR CHOP act | CXCR6 inh | CCR6 antagonist | APJ ag | UPR XBP1 act | tim23-1 inh
Record of CC(NC(=O)Nc1ccc(Cl)cc1)C1CCCO1 (configuration not stated) : 1 | -10 | -3 | 1.2 | 3 | 1 | -4 | 3 | 7
Record of O=C(NC1CCCCCCC1)NC1CCCCC1 : 3 | 8 | -42 | 3.8 | 2 | 2 | 0 | 2 | 33
Record of C/C(=N/NC(=O)c1ccc(-c2ccccc2)cc1)c1cccc(O)c1 : -4 | -7 | 12 | 4.8 | -14 | -3 | -5 | -2 | 14
Record of COC(=O)Cn1c(=NC(=O)c2ccc([N+](=O)[O-])s2)sc2cc(Br)ccc21 : nt | -18 | 15 | 50* | nt | nt | 4 | 11 | -2

Following part.
cpd	structure	EBI2 antag	APJ antagonist	Mdm2-MdmX inh	UPR CHOP act	CXCR6 inh
9	O=C(O)c1cc(-c2ccc(/C=N/NC(=S)Nc3ccccc3)o2)ccc1Cl	-6	-2	9	-0.3	11
10	Cc1ccc(C)c(N2CCN(S(=O)(=O)c3ccc4c(c3)CC(C)N4C(=O)C3CC3)CC2)c1 (configuration not stated)	18	20	16	-0.9	2
11	O=C1c2ccccc2S(=O)(=O)c2cc(C(=O)N3CCN(c4ncccn4)CC3)ccc21	-11	4	12	-0.7	-17
12	CCCCNC(=O)C(=O)c1ccccc1NC(C)=O	-2	7	7	-1.9	7
13	O=C(CNCc1ccccc1)Nc1ccc(Oc2ccccc2)cc1	-4	-27	5	1.7	-13
14	CCc1ccc(OCC(=O)N/N=C(\C)c2ccccc2OC(F)F)cc1	20	-2	4	6.2	2
15	O=C(CCNS(=O)(=O)c1ccccc1)NNC(=O)COc1ccccc1F	-3	9	-12	0.3	5
16	O=c1c2cnn(-c3ccccc3)c2nnn1Cc1ccccn1	3	0	-13	1.2	2

cpd	CCR6 antagonist	APJ ag	UPR XBP1 act	tim23-1 inh
9	18	-2	4	11
10	23	-5	-6	18
11	-26	3	0	10
12	3	1	-1	4
13	-3	-2	-2	8
14	7	-4	0	16
15	4	-1	1	-8
16	14	2	0	-1

(cont.)
cpd	structure	EBI2 antag	APJ antagonist	Mdm2-MdmX inh	UPR CHOP act	CXCR6 inh
17	Fc1cc(F)cc(NC(=S)NCCCN2CCOCC2)c1	5	-14	-24	0.9	0
18	O=C(COC(=O)/C=C/c1ccco1)NCc1ccco1	-3	-2	4	-0.3	2
19	COc1ccc(-c2c3c(nc4sc5c(Cl)nc(C)nc5c24)CCC3)cc1	-2	10	99*	28	5
20	Cc1ccc2cccc(SCC(=O)NCC#N)c2n1	-1	6	-17	4.6	8
21	C=CCC1(N(C(C)=O)c2ccccc2)CCCCC1	-11	-2	-1	2.0	12
22	O=S(=O)(c1cccc(-c2n[nH]c(=S)n2C2CCCC2)c1)N1CCOCC1	-1	-5	-2	2.3	-1
23	Brc1cccc(OCCN2CCOCC2)c1	4	-12	-5	2.6	13
24	Cc1ccc2nc(-c3ccc(NC(=O)CCS(=O)(=O)c4ccccc4)cc3)sc2c1	12	-6	-107	-4.5	2

cpd	CCR6 antagonist	APJ ag	UPR XBP1 act	tim23-1 inh
17	9	-1	2	13
18	8	-2	-4	-5
19	3	-8	4	-2
20	30	-1	-1	11
21	3	-2	2	0
22	11	-2	-1	5
23	2	-2	-2	-1
24	-17	7	-3	16

Next part
cpd	structure	EBI2 antag	APJ antagonist	Mdm2-MdmX inh	UPR CHOP act	CXCR6 inh
25	Cc1nnc(NC(=O)CSc2nnc(-c3ccoc3C)n2CC(C)C)s1	-11	1	18	0.6	-12
26	C=CCN1C(=O)C(O)(CC(=O)c2ccccn2)c2ccccc21 (configuration not stated)	1	8	-6	-1.1	-4
27	CC1CCC(NC(=O)C2c3ccccc3C(=O)N2CCCN2CCOCC2)CC1 (configuration not stated)	8	-13	-17	-0.9	5
28	C/C(=N\NC(=O)c1cc(C)oc1C)c1ccc(N2CCOCC2)cc1	-7	1	6	0.4	1
29	CCN(CC)S(=O)(=O)c1cc(NC(=O)COC(=O)Cn2cnc3ccccc32)ccc1C	-14	1	21	1.7	-8
30	CC(C)(C)OC(=O)C[C@H]1C/C=C\C[C@@H](CC(=O)N[C@H](CO)Cc2ccccc2)C(=O)NCCOC1=O	-6	18	-35	2.7	-1
31	CC1CCCCC1N=C1NC(C)(C)CS1 (configuration not stated)	-4	13	2	-1.5	-2
32	O=C(Oc1ccccc1)n1c(=S)oc2ccccc21	-2	11	-15	-2.0	-14

cpd	CCR6 antagonist	APJ ag	UPR XBP1 act	tim23-1 inh
25	-10	-3	-1	10
26	-4	0	-2	11
27	7	-4	-2	1
28	10	-3	0	6
29	3	4	0	1
30	-12	-1	6	9
31	0	-2	4	6
32	8	-1	-4	16

New compounds follow
cpd	structure	EBI2 antag	APJ antagonist	Mdm2-MdmX inh	UPR CHOP act	CXCR6 inh
33	CC(=O)NCc1nc2ccccc2n1Cc1ccccc1F	6	-4	-5	1.4	-3
34	O=C(N/N=C/c1ccc(OCc2ccccc2)cc1)c1cc[n+](Cc2ccccc2)cc1	-11	-17	-37	7.3	5
35	O=C(CSc1nc2ccccc2[nH]1)c1ccc2c(c1)OCO2	13	9	-54	1.6	-9
36	CCOc1ccccc1NC(=O)C(C)SCc1ccccc1 (configuration not stated)	4	7	12	-1.3	-3
37	CC(=O)Oc1ccccc1C1=NN(C(C)=O)C(c2ccccc2)C1 (configuration not stated)	2	11	4	-0.3	1
38	O=C(Nc1ncccn1)c1ccc(C(F)(F)F)cc1	-11	-8	-1	1.6	3
39	CC(Sc1nc(N)c(NC(=O)c2ccc(Br)o2)c(=O)[nH]1)C(=O)O (configuration not stated)	2	0	20	0.1	-12
40	O=C(NC1CC1)c1ccc2c(c1)C1C3CCC(C3)C1C(c1ccccc1)N2 (configuration not stated)	-19	12	9	3.5	7

cpd	CCR6 antagonist	APJ ag	UPR XBP1 act	tim23-1 inh
33	-13	-2	0	0
34	9	1	3	11
35	6	-3	5	25
36	23	1	-4	25
37	2	-5	-3	5
38	-5	1	2	1
39	-18	-3	-4	10
40	3	-2	0	62*

(more compounds)
cpd	structure	EBI2 antag	APJ antagonist	Mdm2-MdmX inh	UPR CHOP act	CXCR6 inh
41	Cc1cc(C)nc(NS(=O)(=O)c2ccc(N/C=C/C(=O)c3ccc(Cl)c(Cl)c3)cc2)n1	1	4	30	0.5	0
42	CC(C)Cc1cc(C(=O)NCCN2CCOCC2)no1	-3	6	-27	0.7	5
43	Nn1c(SCC(=O)N2CCCC2=O)nnc1-c1cccs1	-5	-41	13	-0.2	0
44	CCNC(=O)c1c(C)[nH]c(C(=O)OCC)c1C	-9	27	-34	0.0	4
45	COc1ccccc1C(CCN(Cc1cccs1)C(C)=O)c1ccco1 (configuration not stated)	7	5	-7	-2.0	5
46	Cc1ccc(-c2noc(CN(C)C(=O)Nc3ccc(F)cc3)n2)cc1	-4	-5	13	-1.5	-2
47	CCN(CC)S(=O)(=O)c1ccc(N/N=C/c2cccnc2)nc1	6	6	0	-2.4	3
48	CCC1SC2=NC(C)=C(C(=O)OCCOC)C(c3ccc(C(=O)OC)cc3)N2C1=O (configuration not stated)	15	11	-1	-0.1	7
49	C=CCn1c(SCC(=O)Nc2cc(C)on2)nnc1-c1ccccc1F	3	4	12	-1.6	7
50	COc1ccc(CC(=O)OCC(=O)Nc2ncc(Cl)cc2Cl)cc1	-7	2	16	-1.9	-3

cpd	CCR6 antagonist	APJ ag	UPR XBP1 act	tim23-1 inh
41	3	-1	-2	-5
42	-19	-2	-3	2
43	5	7	4	-9
44	6	-1	0	18
45	19	0	-1	19
46	3	0	-3	-3
47	4	2	1	13
48	9	-3	-1	5
49	6	-1	-2	-4
50	-8	-3	-2	36
